High-throughput results from PubChem.
PI4K2A inh – PI4K2A (human) kinase inhibition; Q9BTU6; purified PI4K2A, ADP-Glo luminescence, 1 h; active compounds read low; activity change, negative = inhibition, % at 76.9 µM; actives 0.13% (n = 420,000); AID 1346378; in the data active = activity change below about -50%; inconclusive = mostly about -30% to -49%;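 also: -100% = wells without enzyme as full effect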
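In this quantitative HTS, ADP production by PI4K2A was quantified luminescently after 1 h at ambient temperature; 100 microM adenosine served as plate-quality control.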
Pin1 inh – inhibitors of human Pin1; Q13526; Pin1 FP peptide displacement, HiFluor488, 10 min; Potency, µM (top dose mostly 115 µM), without a hit: at the top dose activity, negative = inhibition, hits mostly inhibitors; actives 0.009% (n = 390,000); AID 504891; active = well fitted inhibition curve with a large enough effect in the polarisation, with a control signal flat, not every such curve was filed as active; inconclusive = small, poorly fitted or top-dose-only effect, or effect the other way, or a change in a side signal; inactive = no such curve, though single readings can be large or run the other way; the % refers to the polarisation; also: potency is read from the fitted curve at half-maximal effect; % is scaled to controls: 0 for no effect and ±100 for the full control effect
Tb PGK inh – blocks T. brucei phosphoglycerate kinase. actives 0.043% (n = 380,000). P07378. Potency, µM (series often up to 57.5 µM), for the others: at the top dose activity change, negative = inhibition, most hits filed as inhibitors. AID 602233. PGK/GAPDH coupled, Kinase-Glo luminescence, 60 min; also: potency is read from the fitted curve at half-maximal effect; % is scaled to controls: 0 for no effect and ±100 for the full control effect; nearly all actives have a fitted effect of over 60% in size
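Recombinant glycosomal PGK reaction used 1,3-bisphosphoglycerate generated in-well by GAPDH (100nM final) in 100mM TEA pH 7.6, 5mM MgCl2, 0.01% Tween-20. After 60 minutes at room temperature, ATP was read by Kinase-Glo Plus luminescence end-point.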
GLS inh – glutaminase GLS (human) inhibition. Potency, µM (top dose mostly 45.5 µM), without a hit: at the top dose activity change, negative = inhibition, most hits filed as inhibitors. O94925. actives 0.21% (n = 410,000). GLS enzymatic activity, qHTS titration. AID 624170; also: potency is read from the fitted curve at half-maximal effect; % is scaled to controls: 0 for no effect and ±100 for the full control effect
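Enzyme dispensed in phosphate buffer (45 mM, pH 8.2, 0.02% Tween-20), compounds pinned in, then 1 mM L-glutamine solution and the glutamate oxidase–HRP–Amplex Red mix added; fluorescence read immediately and again after 30 min at room temperature.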
rTrxR1 inhibitor – blocks rat thioredoxin reductase 1; recombinant rTrxR1, NADPH fluorescence consumption, selenite substrate; Potency, µM (doses to about 114 µM), inactives show at the highest dose activity change, negative = inhibition, usual class: inhibitors; O89049; actives 1% (n = 390,000); AID 588453; also: potency is read from the fitted curve at half-maximal effect; % is scaled to controls: 0 for no effect and ±100 for the full control effect; nearly all actives have a fitted effect of over 65% in size
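Rat TrxR1 (90 nM in the dispensed reagent) was pre-reduced with 400 uM NADPH for 5 min at room temperature, then incubated with compound for 15 min. After 400 uM selenite was added, NADPH fluorescence (Ex 340/Em 450 nm) was followed for 8 min.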
HP1b chromo inh – blocks HP1-beta chromodomain binding to methylated histone tails | P83916 | Potency, µM (top dose mostly 114 µM), for inactives: at the top dose activity change, negative = inhibition, actives largely listed as inhibitors | actives 0.56% (n = 390,000) | AlphaScreen HP1-beta / biotin-H3K9me3 peptide binding; also: potency is read from the fitted curve at half-maximal effect; nearly all actives have a fitted effect of over 70% in size; inactives centre near 23
Target sequence (P83916 whole entry, looked up): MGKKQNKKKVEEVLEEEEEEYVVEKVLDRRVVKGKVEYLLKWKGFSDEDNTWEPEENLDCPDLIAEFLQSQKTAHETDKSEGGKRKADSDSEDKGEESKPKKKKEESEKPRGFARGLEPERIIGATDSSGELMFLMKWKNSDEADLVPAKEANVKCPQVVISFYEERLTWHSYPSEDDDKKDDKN
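Compound inhibition of the preformed complex between 50 nM HP1-beta and 50 nM biotinylated H3K9me3 peptide was read by AlphaScreen. Buffer was PBS pH 7.4 with 0.01% Tween-20. Incubations ran 30 min at room temperature, with 10 ug/mL donor/acceptor beads.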
TrxR1 substrate – is turned over as a substrate by rat TrxR1; O89049; purified TrxR1 substrate turnover, NADPH consumption readout; Potency, µM (highest dose often 114 µM), without a hit: top-dose activity change, negative = substrate turnover; actives 0.01% (n = 390,000); AID 588456; also: potency is read from the fitted curve at half-maximal effect; % is scaled to controls: 0 for no effect and ±100 for the full control effect; nearly all actives have a fitted effect of over 50% in size
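Rat TrxR1, dispensed at 90 nM, was prereduced with 400 uM NADPH (final) for 5 min at ~22 deg C, then incubated with compound 15 min before 400 uM selenite. A first-read NADPH fluorescence drop versus no-compound background flagged substrates.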
USP1 inh – USP1/UAF1 (human) deubiquitinase inhibition; actives 0.23% (n = 390,000); AID 743255; recombinant USP1/UAF1, Ub-Rhodamine cleavage fluorescence; O94782; Potency, µM (series often up to 57.1 µM), without a hit: at the top dose activity change, negative = inhibition, usual class: inhibitors; also: potency is read from the fitted curve at half-maximal effect; % is scaled to controls: 0 for no effect and ±100 for the full control effect; nearly all actives have a fitted effect of over 60% in size; inactives centre near -12
Target sequence (O94782 whole entry, looked up): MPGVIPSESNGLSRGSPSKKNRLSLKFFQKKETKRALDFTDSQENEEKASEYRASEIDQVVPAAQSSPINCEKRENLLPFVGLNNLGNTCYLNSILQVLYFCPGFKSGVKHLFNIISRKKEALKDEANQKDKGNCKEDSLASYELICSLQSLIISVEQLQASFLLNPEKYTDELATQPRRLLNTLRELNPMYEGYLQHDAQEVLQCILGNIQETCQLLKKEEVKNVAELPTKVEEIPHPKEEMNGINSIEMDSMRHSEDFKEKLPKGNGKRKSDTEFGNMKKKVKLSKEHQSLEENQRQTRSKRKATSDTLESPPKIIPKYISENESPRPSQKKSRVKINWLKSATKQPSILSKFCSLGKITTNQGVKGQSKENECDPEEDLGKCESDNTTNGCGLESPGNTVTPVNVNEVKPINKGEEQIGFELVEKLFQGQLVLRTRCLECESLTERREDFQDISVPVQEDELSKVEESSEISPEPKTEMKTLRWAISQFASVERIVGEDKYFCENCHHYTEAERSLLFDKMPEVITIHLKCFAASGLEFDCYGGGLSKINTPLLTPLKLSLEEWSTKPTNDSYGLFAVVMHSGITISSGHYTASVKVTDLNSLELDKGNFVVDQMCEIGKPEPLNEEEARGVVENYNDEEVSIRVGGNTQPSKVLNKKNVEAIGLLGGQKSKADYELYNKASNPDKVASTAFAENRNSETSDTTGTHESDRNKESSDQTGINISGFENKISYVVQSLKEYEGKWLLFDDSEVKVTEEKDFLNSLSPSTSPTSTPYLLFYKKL
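USP1/UAF1 complex (1 nM) preincubated 15 min at room temperature with compound, then Ub-Rho substrate (150 nM final) added. Kinetic fluorescence at 480/540 nm over 6 reads at 60 s intervals; 50 mM HEPES pH 7.8, 0.5 mM EDTA, 0.1 mg/ml BSA, 1 mM TCEP, 0.01% Tween-20.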
mIDH1 inhibitor – blocks human mutant IDH1 R132H enzyme | actives 0.093% (n = 390,000) | O75874 | AID 602179 | Potency, µM (top dose mostly 76.6 µM), without a hit: at the highest dose activity change, negative = inhibition, usual class: inhibitors | IDH1-R132H enzyme, NADPH consumption, diaphorase/resazurin fluorescence; also: potency is read from the fitted curve at half-maximal effect; % is scaled to controls: 0 for no effect and ±100 for the full control effect; nearly all actives have a fitted effect of over 65% in size
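IDH1-R132H (0.5 ug/mL) preincubated 30 min with compound, then NADPH (0.016 mM) and alpha-KG (2 mM) added; 80 min at RT, pH 7.5. Remaining NADPH coupled via diaphorase/resazurin to fluorescence (540/590 nm); concentration-response curves normalized to no-enzyme control.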
* hit, by the source's call; i = inactive; ? = inconclusive; [ ] = dose if it differs, or a comment. Unless noted, calls follow the shape of the dose curve; as a rule, active = well fitted curve in the direction sought with a large enough effect; inconclusive = small, poorly fitted or top-dose-only effect, or another doubt; inactive = no such curve, though single readings can be large; an effect the other way counts as inactive or inconclusive. These rows are one share of the data. The share of hits here may be higher or lower than overall.

SMILES | PI4K2A inh | Pin1 inh | Tb PGK inh | GLS inh | rTrxR1 inhibitor | HP1b chromo inh | TrxR1 substrate | USP1 inh | mIDH1 inhibitor
CC(C)(C)OC(=O)C[C@@H]1C/C=C\C[C@@H](CC(=O)NCCO)C(=O)N[C@H](C(C)(C)C)COC1=O | 1.2 | -0.1% | 2.2% | -7.4% | 8.8% | 48.3%[activator] | 1.5% | -11.2% | 7.1%
CCCCN(C)CCNS(=O)(=O)c1ccc2c(c1)n(C)c(=O)c(=O)n2C | -6.1 | -1.4% | -7.5% | 9.0% | -5.2% | 33.9% | 2.2% | -18.2% | 7.5%
O=C(Nc1nc(-c2ccccc2)ns1)c1ccncc1 | 9.3 | -7.1% | -4.4% | ? | 4.3% | 19.4% | -2.1% | -11.9% | 8.3%
NNC(=O)c1csc(CS(=O)(=O)c2ccc(Cl)cc2)n1 | -0.6 | -0.2% | 5.2% | -1.7% | 0.7%[57.1 µM] | 47.1%[activator] | 5.8% | -4.0% | 5.2%
Cc1ccc(S(=O)(=O)NCCCCCC(=O)Nc2ccccn2)cc1 | 6.7 | -7.1% | -1.2% | 3.7% | 22.8% | 8.6% | 6.1% | -0.7% | 5.5%
N#Cc1c(-c2ccccc2)oc(=O)c2ccccc12 | 0.5 | 7.4% | -2.3% | 0.7% | 24.6% | 28.7% | 14.1% | -13.1% | -0.8%
O=C(OCc1cccc([N+](=O)[O-])c1)c1cccnc1Cl | 0.7 | -6.7% | -10.8% | 2.3% | 31.3% | 2.1% | 4.4% | -7.2% | 1.9%
O=C(CNC(=O)c1ccccc1)OCc1cc(=O)n2nc(C3CCCCC3)sc2n1 | 3.2 | -3.0% | -6.8% | 1.9% | 12.0%[57.1 µM] | ? | 3.8%[57.1 µM] | -22.1% | 13.3%
COC(=O)CNC(=O)c1cc(OC)cc(OC)c1 | 1.6 | 3.4% | 2.8% | 3.0% | 1.4%[57.1 µM] | 27.8% | 5.5%[57.1 µM] | -15.0% | 4.1%
Cc1nc(CC(=O)Nc2ccc(C(N)=O)cc2)cs1 | -3.8 | 10.3% | -8.3% | 0.6% | 12.2% | 25.0% | 7.7% | -9.9% | -3.6%
O=C(CCc1ccccc1)OCCN1CCOCC1 | 3.0 | 1.4% | 0.2% | -6.8% | 24.3%[57.1 µM] | 32.7% | 5.5%[57.1 µM] | -14.7% | 4.6%
Cc1ccc(S(=O)(=O)N2CCOCC2)cc1NC(=O)COC(=O)Cn1c(C)csc1=O | 0.2 | 0.1% | i | 1.7% | 1.6% | 24.7% | -8.1% | -21.0% | 4.8%
c1cc(CNCCNCc2ccncc2)ccn1 | -10.4 | 0.8% | 5.0% | -18.2% | -16.4% | 17.8% | -8.4% | -1.5% | 10.5%
COc1ccc(-c2nnc(SCC(=O)c3ccc(O)cc3O)o2)cc1 | -3.8 | 17.7% | -2.5% | 8.3% | 20.1% | 15.3% | 2.1% | -1.9% | 13.0%
O=c1cc(O)c(-c2cccc(C(F)(F)F)c2)c(Cl)[nH]1 | -0.4 | -4.2% | -0.9% | 4.4% | 12.7% | 21.1% | -0.2% | -8.6% | 5.6%
COc1ccc(S(=O)(=O)n2c([N+](=O)[O-])cnc2C)cc1OC | -8.1 | -3.9% | i | -4.8% | 9.7%[57.1 µM] | 71.7%[activator] | 2.1%[57.1 µM] | -15.9% | 5.7%
CC1CCCC(C)N1c1ccc(S(=O)(=O)N2CCOCC2)cc1Cl (centres undefined) | -0.6 | 0.6% | -7.9% | -17.7% | 0.2% | 41.0% | -10.2% | -22.4% | 3.1%
CCN(CC)CCNC(=O)CCn1nc(-c2ccc(Cl)cc2)ccc1=O | 2.9 | -0.4% | -3.2% | -8.7% | -12.6% | 32.7% | -5.2% | -11.0% | 0.0%
CCCCn1c(=O)c2oc3ccccc3c2n(CC(=O)Nc2cccc(Cl)c2C)c1=O | -5.8 | 0.1% | i | -5.0% | -8.6% | 22.2% | -9.8% | -7.5% | 6.7%
COc1cccc(NC(=O)c2sc3nc(C)c(C(=O)Nc4ccc(C)cc4C)c(-c4ccc(C)o4)c3c2N)c1 | -0.6 | ? | -5.0% | 3.0% | -2.7% | 16.9% | -4.6% | -25.5% | 1.8%
COc1cc(/C(C)=N/NC(=O)CSc2nnc(C)s2)ccc1O | 2.1 | 1.4% | 8.0% | 0.0% | 0.8% | 15.6% | -5.8% | 7.0% | 10.3%
O=C(O)Cn1c(-c2ccccn2)nc2ccccc21 | -11.7 | -4.7% | i | -2.1% | 8.3% | 13.5% | 84.8%[activator] | -19.8% | 12.6%
COc1ccc(S(=O)(=O)N2CCC3(CC2)OCCN3S(=O)(=O)c2cccs2)cc1 | 6.8 | 6.7% | -5.1% | 4.9% | 5.8% | 15.7% | -3.4% | -14.7% | -3.2%
CCCCC#Cc1cncc(C(=O)N/N=C/c2cccc(OC)c2)c1 | 5.6 | 1.4% | i | -2.1% | 17.6% | 30.6% | -9.0% | -18.2% | -1.9%
COc1cccc(CN2CCN(C(=O)c3ccc(-c4ccccc4)cc3)CC2)c1 | 2.4 | 0.0% | 2.8% | 7.9% | -11.0%[57.1 µM] | 31.6µM* | -4.2%[57.1 µM] | -22.3% | 2.8%
Cc1ccc(C(=O)/C=C2\NCCNC2=O)cc1 | 2.7 | -3.7% | -1.8% | -0.7% | -25.7% | 9.8% | -17.7% | -5.7% | 3.1%
COc1cc(-c2cc(O)c(-c3ccc4ccccc4n3)c(=O)[nH]2)cc(OC)c1OC | 1.8 | ? | -7.1% | 9.7% | 2.8%[11.4 µM] | 12.2% | 6.0%[11.4 µM] | -0.1% | -1.2%
O=C(Nc1cccc(Cl)c1N1CCCC1)c1ccco1 | 0.9 | -1.1% | -4.1% | 3.9% | 10.6% | 68.0%[activator] | 0.7% | ? | -1.9%
CCCC(NC(=O)c1ccccc1)c1nc2ccccc2n1Cc1ccc(C(=O)OC)o1 (centres undefined) | -2.6 | 1.4% | -9.2% | -0.1% | 2.0% | 2.8% | -7.3% | -7.3% | 3.8%
CCN(CC(=O)Nc1c(F)cccc1F)C(=O)C1CCN(S(=O)(=O)c2ccc(C)cc2C)CC1 | -3.8 | ? | -2.5% | 2.0% | 20.3%[57.1 µM] | 11.8% | 7.6%[57.1 µM] | -5.1% | -3.8%
Cc1ccc(S(=O)(=O)N2CCC(=O)N(C(COCc3cccc(Cl)c3)Cc3ccccc3)CC2)cc1 (centres undefined) | -1.9 | 4.9% | -11.4% | 2.3% | 8.8%[57.1 µM] | 58.5%[activator] | -7.8%[57.1 µM] | -30.9% | 5.9%
COc1ccc(NC(=O)c2cc(S(=O)(=O)N3CCOCC3)ccc2OC)cc1 | -4.7 | -6.3% | -0.8% | -5.2% | 21.7%[57.1 µM] | 24.1%[57 µM] | 0.5%[57.1 µM] | 2.9% | -4.3%
CN(C(=O)Nc1ccc(Cl)cc1)n1cnc2ccccc2c1=O | -3.4 | -0.6% | -1.6% | -3.3% | -12.3% | 10.5% | -7.8% | -21.8% | -3.2%
O=C(CCc1nnc2ccc(NCc3ccco3)nn12)N1CCN(c2ccc(F)cc2)CC1 | -17.3 | 4.4% | 6.2% | 22.2% | ? | 24.5% | 1.9% | -9.5% | 14.7%
Cc1cc(-c2ccccc2)nc(Oc2cccc(C(F)(F)F)c2)c1S(C)(=O)=O | -0.1 | ? | -5.7% | 2.7% | 32.3%[activator][57.1 µM] | 53.8%[activator] | 13.7%[57.1 µM] | -19.3% | 2.3%
CC(=O)c1ccc(N2CCN(S(=O)(=O)c3ccc(-c4cc(C(F)(F)F)on4)s3)CC2)cc1 | -0.2 | 7.5% | 3.8% | -3.0% | 10.4%[57.1 µM] | 51.2%[activator] | -3.9%[57.1 µM] | -0.8% | -7.7%
COc1ccccc1C(c1nnnn1CC1CCCO1)N1CCN(c2ccccc2)CC1 (centres undefined) | -2.1 | -3.5% | -5.8% | 12.3% | -5.7% | -14.6% | -2.6% | -19.9% | 2.7%
O=C(NCC1CCCO1)/C(=C\c1cccs1)NC(=O)c1ccccc1 (centres undefined) | 1.1 | -0.6% | 4.6% | 0.9% | 20.1%[57.1 µM] | 31.7% | 2.8%[57.1 µM] | -1.9% | 2.2%
CCOC(=O)CCc1c(C)c2ccc(OCc3nn[nH]n3)cc2oc1=O | -5.3 | -0.4% | 2.4% | 8.1% | -33.2% | ? | 567.8%[activator] | -13.7% | 2.5%

Sorted by SMILES length (ascending): part of the list above.
SMILES | PI4K2A inh | Pin1 inh | Tb PGK inh | GLS inh | rTrxR1 inhibitor | HP1b chromo inh | TrxR1 substrate | USP1 inh | mIDH1 inhibitor
O=C(NCC1CCCO1)/C(=C\c1cccs1)NC(=O)c1ccccc1 (centres undefined) | 1.1 | -0.6% | 4.6% | 0.9% | 20.1%[57.1 µM] | 31.7% | 2.8%[57.1 µM] | -1.9% | 2.2%
Cc1cc(-c2ccccc2)nc(Oc2cccc(C(F)(F)F)c2)c1S(C)(=O)=O | -0.1 | ? | -5.7% | 2.7% | 32.3%[activator][57.1 µM] | 53.8%[activator] | 13.7%[57.1 µM] | -19.3% | 2.3%
O=C(CCc1nnc2ccc(NCc3ccco3)nn12)N1CCN(c2ccc(F)cc2)CC1 | -17.3 | 4.4% | 6.2% | 22.2% | ? | 24.5% | 1.9% | -9.5% | 14.7%
